procasp7 counter: counter-screen: procaspase-7 (human) activation | activation, % at 8.5 µM | P55210 | actives 0.093% (n = 330,000) | recombinant procaspase-7, Ac-DEVD-pNA absorbance 405 nm; D23A/D198A/D206A triple mutant, cannot self-cleave; scale: DMSO 0, 5 µM enzyme 100 | AID 463210;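 active = percent activation above the screen-wide mean plus 3 SD, cut at about 25% in these data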
Target sequence (P55210 whole entry D23A/D198A/D206A): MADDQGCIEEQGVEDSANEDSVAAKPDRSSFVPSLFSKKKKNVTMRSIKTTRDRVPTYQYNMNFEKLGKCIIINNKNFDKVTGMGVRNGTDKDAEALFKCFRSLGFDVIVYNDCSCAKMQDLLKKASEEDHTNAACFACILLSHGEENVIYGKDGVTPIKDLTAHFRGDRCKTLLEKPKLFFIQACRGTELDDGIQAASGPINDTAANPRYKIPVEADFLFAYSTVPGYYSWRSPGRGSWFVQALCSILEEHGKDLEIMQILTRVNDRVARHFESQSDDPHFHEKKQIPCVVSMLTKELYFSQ
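System: Procaspase-7 triple mutant (PC-7 D3A); measure: % activation from two-timepoint absorbance difference, scaled to controls; times: 1 h compound preincubation, 2 h substrate cleavage, 25 °C; also added: Ac-DEVD-pNA substrate, 400 µM as added; measured by: Epi-absorbance of released pNA at 405 nm, two timepoints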
PP1 counter: blocks human PP1-alpha phosphatase, a PP5 counter-screen; purified PP1alpha, OMFP fluorescence; inhibition, % at 6.7 µM; actives 0.9% (n = 320,000);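 active = inhibition above the mean inhibition of all tested compounds plus 3 SD, computed separately for each screening campaign, cut at about 15% in these data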
TPT1 inh: inhibitors of Candida albicans tRNA 2'-phosphotransferase TPT1. recombinant caTPT1, FP RNA substrate dephosphorylation. inhibition, % at 5 µM. actives 0.81% (n = 300,000). AID 1962;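 active = inhibition above the mean of all tested compounds plus 3 SD, set per screening campaign, cut at about 24% in these data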;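 note: plate controls were DMSO alone for no effect and ferristatin control at 100 nM for full effect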
PAFAH2 FP inh: PAFAH2 (human) inhibition; recombinant PAFAH2, FP-rhodamine activity probe, fluorescence polarization; inhibition, % at 3.39 µM; actives 0.99% (n = 340,000); Q99487; AID 492956;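 active = inhibition above the mean over all tested compounds plus 3 SD, cut at about 30% in these data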;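 note: inhibitors block probe labeling of enzyme so polarization drops; 0% = enzyme with DMSO and 100% = wells lacking PAFAH2 protein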
PP5 inh: PP5 (human) phosphatase inhibition | P53041 | AID 1987 | actives 0.18% (n = 320,000) | inhibition, % at 6.7 µM | purified PP5c, OMFP substrate fluorescence;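 active = inhibition above the campaign's mean inhibition across all tested compounds plus 3 SD, cut at about 9.5% in these data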;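 note: 0% = DMSO only and 100% = 100 µM cantharidin control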
Target sequence (P53041 whole entry, looked up): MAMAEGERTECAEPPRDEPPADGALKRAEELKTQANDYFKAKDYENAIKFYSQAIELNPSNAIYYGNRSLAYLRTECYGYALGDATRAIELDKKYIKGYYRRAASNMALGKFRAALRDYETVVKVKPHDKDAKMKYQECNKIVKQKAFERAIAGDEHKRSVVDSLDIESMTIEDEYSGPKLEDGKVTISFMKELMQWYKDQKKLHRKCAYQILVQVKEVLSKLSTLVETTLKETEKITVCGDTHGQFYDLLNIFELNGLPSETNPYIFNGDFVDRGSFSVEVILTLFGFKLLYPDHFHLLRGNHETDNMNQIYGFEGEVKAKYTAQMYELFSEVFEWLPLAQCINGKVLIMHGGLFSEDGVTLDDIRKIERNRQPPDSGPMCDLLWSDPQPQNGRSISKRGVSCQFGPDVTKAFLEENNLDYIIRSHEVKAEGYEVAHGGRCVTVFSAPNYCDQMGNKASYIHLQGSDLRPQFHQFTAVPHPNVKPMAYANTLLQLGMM
CTSL1 counter: cathepsin L1 inhibition, PFM18AAP counter-screen; AID 1906; actives 0.49% (n = 300,000); inhibition, % at 5.96 µM; recombinant F. hepatica cathepsin L1, Z-Leu-Arg-MCA fluorescence;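 active = inhibition above the mean of all tested compounds plus 3 SD, set per screening campaign, cut at about 17% in these data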;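 note: 0% = plate median of test compound wells and 100% = 1 µM Z-Phe-Ala-diazomethylketone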
proCasp3 act: activators of human procaspase-3; recombinant procaspase-3 D3A, Ac-DEVD-pNA absorbance 405 nm; P42574; activation, % at 8.5 µM; actives 0.11% (n = 330,000);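 active = activation above the mean of all tested compounds plus 3 SD, cut at about 21% in these data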;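 note: 0% = DMSO alone and 100% = DMSO wells spiked with extra 5 µM PC-3 D3A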
Target sequence (P42574 whole entry D9A/D28A/D175A): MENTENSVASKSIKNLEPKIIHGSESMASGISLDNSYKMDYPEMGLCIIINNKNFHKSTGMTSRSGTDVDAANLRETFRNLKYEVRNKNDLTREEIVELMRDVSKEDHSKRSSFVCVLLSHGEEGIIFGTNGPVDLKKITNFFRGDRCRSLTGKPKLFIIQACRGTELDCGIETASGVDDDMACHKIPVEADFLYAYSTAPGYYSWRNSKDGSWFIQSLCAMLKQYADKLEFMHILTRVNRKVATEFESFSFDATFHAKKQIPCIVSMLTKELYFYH
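Technique: 405 nm absorbance of p-nitroaniline, reads at 0 and 120 min; Test system: Procaspase-3 D3A mutant; Incubation: 1 h enzyme-compound preincubation, then 2 h substrate reaction, 25 °C; Repeats: singlicate, each compound tested once; Benchmarks: low control DMSO wells, high control DMSO plus 5 µM PC-3 D3A.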
AHR act: activators of human aryl hydrocarbon receptor; AHR-responsive luciferase reporter cells, luminescence; actives 2.5% (n = 320,000); activation, % at 5 µM; in the data active = activation above about 47%;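 note: 0% = vehicle wells and 100% = reference agonist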
core dimer inh: HCV core protein dimerization inhibition | TR-FRET GST/Flag-core106 dimerization, 1536-well | inhibition, % at 5 µM | actives 0.33% (n = 300,000) | AID 1899;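 active = inhibition above the mean of all tested compounds plus 3 SD, set per screening campaign, cut at about 45% in these data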
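System: GST-tagged and Flag-tagged HCV core protein residues 1-106 / Input: core106 proteins, GST 13.5 nM and Flag 17 nM / Buffer or medium: KF-containing HEPES buffer, pH 7.45, DTT, CHAPS, BSA / Probe or stimulus: Eu-anti-GST and XL665-anti-Flag labelled anti-tag antibodies / Schedule: 4 h, 22.5 °C incubation / Technique: TR-FRET 671 and 617 nm emission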
An asterisk follows results filed as active; . = not tested or not shown.

The first four compounds as a preview:
SMILES	procasp7 counter	PP1 counter	TPT1 inh	PAFAH2 FP inh	PP5 inh	CTSL1 counter	proCasp3 act	AHR act	core dimer inh
COc1ccc(NC(=O)C(Sc2nnc(-c3ccncc3)n2-c2ccccc2C)c2ccccc2)cc1Cl (configuration not stated)	3	3	2	-6	3.6	2	-7	6	27
O=c1ccc(/C=C/c2ccccc2)nn1Cc1ccc(F)cc1	-1	6	-7	1	3.4	0	0	1	-3
COc1cccc(NC(=O)CSc2nnc(NC(=O)c3ccco3)s2)c1	2	0	3	0	0.8	0	3	-1	1
O=C(NCCN1CCN(c2cccc(Cl)c2)CC1)C1CCCN(S(=O)(=O)c2cnc[nH]2)C1 (configuration not stated)	10	-1	-1	7	3.9	0	0	0	0

The whole of this part (from the top)
SMILES	procasp7 counter	PP1 counter	TPT1 inh	PAFAH2 FP inh	PP5 inh	CTSL1 counter	proCasp3 act	AHR act	core dimer inh
COc1ccc(NC(=O)C(Sc2nnc(-c3ccncc3)n2-c2ccccc2C)c2ccccc2)cc1Cl (configuration not stated)	3	3	2	-6	3.6	2	-7	6	27
O=c1ccc(/C=C/c2ccccc2)nn1Cc1ccc(F)cc1	-1	6	-7	1	3.4	0	0	1	-3
COc1cccc(NC(=O)CSc2nnc(NC(=O)c3ccco3)s2)c1	2	0	3	0	0.8	0	3	-1	1
O=C(NCCN1CCN(c2cccc(Cl)c2)CC1)C1CCCN(S(=O)(=O)c2cnc[nH]2)C1 (configuration not stated)	10	-1	-1	7	3.9	0	0	0	0
Cc1ccc2c(CC(=O)NC3CCCc4ccccc43)coc2c1 (configuration not stated)	7	1	2	0	-1.4	3	-3	7	15
COc1ccccc1CN1C[C@@H]2C[C@@H](c3[nH]c4c(C)cccc4c3C)N3CCC[C@@]23C1=O	11	6	2	-3	2.4	2	12	19	7
Cc1ccn2cc(CCNC(=O)c3ccc(Br)o3)nc2c1	1	0	-5	5	-1.1	1	3	3	-8
Cc1ccc(NS(=O)(=O)c2c(C)noc2C)cc1	0	-2	-2	2	0.7	0	4	3	0
Cc1ccc(OCC(=O)Nn2cnnc2)c(Br)c1	-1	-8	-2	-1	3.7	2	1	3	-4
Cc1cccc2cc(C(c3nnnn3C3CCCC3)N3CCOCC3)c(=O)[nH]c12 (configuration not stated)	6	1	-3	3	-0.9	-2	2	0	-2
O=C(CSCC(=O)N1CCN(c2ccccc2)CC1)Nc1nc(-c2ccc(Cl)s2)cs1	-8	27*	-5	-1	4.1	2	-1	37	2
CC(C)OC(=O)CSc1nnc2n1C(C)(C)Cc1ccccc1-2	-8	-2	-4	-6	2.0	-3	-4	0	-3
CCN(CC(=O)NCc1cccs1)C(=O)CCc1c[nH]c2ccccc12	4	0	1	1	3.6	-8	-3	4	-8
COc1ccc(-n2c(=O)c3ccccc3n(Cc3ccc(F)cc3)c2=O)cc1OC	3	0	-1	0	1.3	1	-1	21	-2
CSc1ccc(CNCc2ccc3c(c2)OCO3)cc1	1	-1	0	-4	-0.4	-1	6	1	0
COc1ccc(CNS(=O)(=O)c2ccc3oc(C(=O)O)c(C)c3c2)cc1	-1	2	0	3	-0.4	4	5	1	3
COc1ccccc1NC(=O)CSc1nc(N)c(C#N)cc1C#N	-6	-1	32*	.	-1.9	2	-14	12	15
O=C(O)c1ccccc1SCc1csc(-c2ccccc2)n1	5	0	-3	7	0.5	-1	-6	1	3
O=C(CNC(=O)c1ccccc1Cl)N/N=C/c1ccc2c(c1)OCO2	7	-4	3	8	-3.0	0	2	10	-6
COCCCNc1nc(SCc2ccccc2)nc2sc3c(c12)CCC3	-17	1	2	2	-3.6	8	-19	7	-8
Cc1ccc(-n2nc3c(c2NC(=O)c2ccco2)CS(=O)C3)c(C)c1 (configuration not stated)	-7	-4	-1	-1	0.2	0	-15	1	-4
O=C1CCC(=O)N1c1nc2nc(-c3ccccc3)cc(=O)n2[nH]1	5	1	3	7	3.5	-2	2	2	-7
Cc1ncc(CO)c2cc(C(=O)Nc3cccc(F)c3)c(=Nc3cccc(C(N)=O)c3)oc12	12	-1	1	6	1.0	-1	-1	4	-4
CCOc1cc(/C=C2\C(=O)N(Cc3ccc(C)cc3)C(C)=C2C(=O)OC)ccc1O	-48	1	2	1	1.3	-1	-20	7	16
CCc1noc(C)c1C(=O)Nc1ccc(F)c(F)c1F	9	-1	-2	2	0.0	4	1	4	5
N/C(=N\c1nc2ccccc2o1)NC(=O)C(Cc1ccccc1)N1C(=O)c2ccccc2C1=O (configuration not stated)	2	5	3	-17	2.4	1	-4	46	22
CCOCCCN(C(=O)CNC(=O)c1ccco1)C(C(=O)NC1CCCC1)c1ccccc1C (configuration not stated)	3	0	6	0	0.6	3	-4	2	-2
CCN1C(=O)/C(=C/c2cccs2)SC1=Nc1ccc(OC)cc1	2	-1	-1	-4	-0.9	1	-4	-2	-3
Cc1ccccc1Cn1nc(C)c(NC(=O)c2ccccc2)c1C	12	-3	1	1	-0.4	-4	2	0	-3
COc1ccc(-c2cc(C(=O)Nc3cc(S(N)(=O)=O)ccc3C)c3ccccc3n2)cc1OC	-3	3	-5	-16	3.9	22*	-3	32	3
COc1ccc(CCNC(=O)c2c(C)cc(=O)oc2C)cc1OC	-3	2	-2	-8	2.2	0	1	2	1
ClCc1c2ccccc2cc2ccccc12	5	-2	-3	2	1.9	-1	6	5	-15
Cc1cccc(N2CCN(S(=O)(=O)c3c(C)[nH]c(=O)[nH]c3=O)CC2)c1C	2	-2	2	-5	2.3	3	2	3	0
CN(C(=O)CSc1cc(Cl)ccc1Cl)C1CCS(=O)(=O)C1 (configuration not stated)	-9	.	.	0	.	.	-1	0	.
CN(C)CCCCOc1ccccc1-c1ccccc1	6	-3	1	-3	3.5	2	2	-1	-2
CC1(C)Cc2c(c(N3CCOCC3)nc3snc(Br)c23)CO1	2	0	-7	-3	1.4	1	-4	0	2
O=c1c2cc(Cl)ccc2[nH]c(=S)n1Cc1ccccn1	4	0	-4	-3	3.7	-5	13	21	-4
CC1(C)CC(=O)C2=C(C1)N(c1ccccc1)C(N)=C(C#N)C2c1ccsc1 (configuration not stated)	16	-2	3	7	0.9	2	0	1	1
CCCCNC(=O)CN1CCC2(O)CCCCC2C1c1ccccc1OC (configuration not stated)	11	-2	-6	-7	2.1	-2	6	-2	0
COc1ccc(Nc2oc(COc3ccccc3F)nc2C#N)cc1	-2	-3	11	-5	5.5	10	-10	9	22
CN(C)S(=O)(=O)c1cccc(NC(=O)COC(=O)CCSc2ccc(Cl)cc2)c1	-4	-3	-1	4	5.3	-4	2	2	-7
COc1ccc(NC(=S)N(CCCN2CCCC2)Cc2ccco2)cc1	-9	-5	0	-2	-0.2	-3	0	1	4
CC(=O)Nc1ccc(OCC(O)CNC(C)C)cc1 (configuration not stated)	6	0	-1	4	-0.5	-5	7	1	14
Fc1ccc(CSc2ncnc3nc[nH]c23)cc1	-8	-2	-1	3	3.0	0	-4	0	-2
CCOc1cc(Cl)c(NC(=O)c2ccco2)cc1OCC	-6	2	-9	1	1.5	8	1	1	-12
CCCCOC(=O)C1=C(C)NC(=O)NC1c1cccc([N+](=O)[O-])c1 (configuration not stated)	-13	-1	2	2	2.3	4	2	2	-1
O=C(NCC(=O)N(Cc1ccccc1)C(C(=O)NC1CCCC1)c1ccncc1)c1ccco1 (configuration not stated)	-12	6	-5	17	-0.8	4	-9	6	4
Cc1sc2nc(CN(CCc3ccccc3)C(=O)c3ccco3)[nH]c(=O)c2c1C	1	-3	-5	.	0.7	-5	8	-1	3
O=C(CCc1ccccc1)NCc1ccc2c(c1)OCO2	-1	-4	-1	-1	0.4	1	0	11	7
CCc1nnc(NC(=O)CSc2nc3c(c(=O)n2C)SC(C)C3)s1 (configuration not stated)	-10	9	4	3	0.8	-5	-5	37	1
CCCCCCC[C@@H](C/C=C/CCC(=O)N(C)C/C(=C/Cl)C/C(=C\C(=O)N1CC(OC)=CC1=O)OC)OC	-1	.	.	8	.	.	-1	11	.
CCNC(=O)c1cc(S(=O)(=O)N(C)C)c(Cl)cc1Cl	4	0	-1	-7	1.5	-4	5	0	-2
O=C(CSc1nnc(CNC(=O)c2ccc(F)cc2)o1)Nc1ccc2c(c1)OCO2	2	-2	1	-4	-0.4	0	7	2	0
CCCN1CCC(=O)N([C@H](CSc2ccc(Br)cc2)Cc2ccccc2)CC1	3	4	-6	-2	5.0	5	0	1	-8
COc1ccc(C(O)(c2ccccc2OC)C(CN2CCOCC2)c2ccccc2)cc1 (configuration not stated)	9	-5	0	-2	0.7	1	3	-1	4
CC1=NN(C)C(=O)C1Cc1c(F)cccc1Cl (configuration not stated)	2	-3	-5	13	-1.0	-2	4	-1	3
CC(C)NC(=S)N1CCCN(c2ncccc2[N+](=O)[O-])CC1	2	1	-3	-5	0.1	4	-5	0	8
O=C(CSc1ccc(-c2cccnc2)nn1)Nc1ccccc1F	0	-3	1	-4	3.0	-2	-2	23	-3
O=C1CCCN1CC(O)CS(=O)(=O)Cc1ccccc1Cl (configuration not stated)	-5	0	-1	4	3.1	-12	-10	3	-14
Cc1c(Cl)ccc(S(=O)(=O)NCCN2CCOCC2)c1Cl	-11	-4	-2	3	2.4	2	2	0	9

(further entries)
SMILES	procasp7 counter	PP1 counter	TPT1 inh	PAFAH2 FP inh	PP5 inh	CTSL1 counter	proCasp3 act	AHR act	core dimer inh
COc1cccc2c1OCC([C@@H]1C[C@H]3CN(Cc4cccc(Cl)c4)C(=O)[C@]34CCCN14)=C2	-4	2	2	7	1.8	-1	3	3	11
c1ccc(-c2cn(CC3CCCCC3)nn2)cc1	14	3	-2	3	0.1	5	12	5	-12
CCOC(=O)NC1(NCC(C)C)Oc2ccccc2O1	-22	-4	-2	5	-1.2	1	-11	1	-5
CC(=O)Nc1ccc(NC(=O)COC(=O)c2cc(S(=O)(=O)N(C)C)ccc2N2CCCC2)cc1	-3	-1	0	4	-2.0	6	-6	-1	3
CNC(=S)NNC(=O)c1oc2nc(-c3ccccc3)cc(-c3ccco3)c2c1N	-20	1	6	4	15*	-3	-31	16	10
COc1cccc(CNC(=O)Cn2ccc([N+](=O)[O-])n2)c1	-1	2	1	-8	1.9	-4	-4	0	-9
Cc1cc(C)n(CCN(C)c2nc3nonc3nc2NC2CC2)n1	3	0	1	-2	1.6	0	11	1	1
Cc1cccc(C)c1NC(=S)NC(=O)c1ccccc1F	-7	0	5	-1	0.6	-3	-1	1	-12
Cc1sc2ncn(CC(=O)NCCCC(=O)N3CCN(Cc4ccc5c(c4)OCO5)CC3)c(=O)c2c1C	-3	1	-3	3	1.0	1	-9	1	-13
Cc1cc(C)c2c(N)c(S(=O)(=O)Cc3ccccc3)sc2n1	0	-2	1	2	-0.2	4	0	1	6
CCN(C[C@H]1N[C@@](Cc2ccccc2)(C(=O)OC)[C@H]2C(=O)N(C)C(=O)[C@@H]12)C(=O)COC	6	.	.	11	.	.	8	1	.

Screening results from PubChem.
